Compound activity (PubChem)
b-catenin transl – alters nuclear translocation of beta-catenin in HeLa cells | immunofluorescence imaging | 190,000 tested, 0.3% active | nuclear translocation activity, % at 5 µM;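 active means nuclear translocation activity above 50% at 5 µM, with a well cell count of 50 or more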;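 further: per-cell ratio of nuclear to cytoplasmic median beta-catenin stain intensity; plate controls were DMSO negative control for no effect and GSK-3 inhibitor IX positive control for full effect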
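System: HeLa cells, endogenous beta-catenin; compound dosing: 5 µM primary single dose, 0.1% DMSO, 0.02–20 µM confirmation series; incubation: 24 h compound exposure at 37°C, 5% CO2; signal: beta-catenin immunofluorescence imaging with DAPI; evaluation: % activation, nuclear-to-cytoplasmic median beta-catenin signal ratio per cell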
Yfh1-depleted yeast – enhancers of respiration in Yfh1-depleted yeast, dose response, Friedreich's ataxia, plus single-dose screen (AID 1465). S. cerevisiae Yfh1-off respiration, WST-1 reduction, 72 h; higher fold induction means a stronger effect. fold induction at 50 µM, or EC50 in µM where a hit was titrated. 220,000 tested, 0.074% active;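 active means fold induction of absorbance versus untreated yeast above a set limit, then at least 30% activation at any dose in follow-up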;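 further: activators that raise dye reduction in frataxin-depleted yeast; strong numbers were not always called active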
Insulin prom up – MIN6 insulin promoter up-regulation; MIN6 insulin promoter-GFP reporter, high-content imaging; active compounds read high; z-score at 5 µM; 190,000 tested, 0.3% active; AID 1625;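 active means z-score above 3 at 5 µM with at least 500 cells counted in the well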
Dynein transport – dynein cargo transport inhibition. 3617.4 mouse cells, GR-EGFP nuclear translocation imaging; test concentration mostly 20 µM; stimulated with dexamethasone, 1 µM; active compounds read low. z-score, hits read low. 220,000 tested, 0.47% active. AID 1381;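 active means plate z-score of nuclear minus cytoplasmic receptor signal below a set negative limit, without overly bright fluorescence or cell loss, cut at about -3.5 in these data, passing the limit was not always enough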;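 further: z-score of nuclear minus cytoplasmic ring GR-EGFP intensity difference per well; some compounds called inactive have numbers as strong as hits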
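Buffer or medium: tetracycline-free induction medium containing charcoal-stripped FBS / Reagent: dexamethasone agonist, 1.0 µM final, for 30 min / Technique: automated 10x imaging of fixed Hoechst-stained cells / Times: induction 48 h, compound 1 h, agonist 30 min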
MT stabilize HCS – microtubule stabilizers in HeLa cells | HeLa tubulin immunostaining HCS, 24 h; share of cells brighter than vehicle mean+2SD | % tubulin-high responders, % at 10 µM | 200,000 tested, 0.83% active;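 active means plate Z-score above 3 for both tubulin-high and condensed-nucleus cell shares, with cell loss under 80%, at 10 µM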;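 further: anti alpha tubulin signal scored within the nucleus-defined area of each cell; some results filed as inactive read as strong as hits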
Autophagy HCS – modulators of autophagy. calls only at 10 µM (by protocol). 190,000 tested, 0.98% active. MEF GFP-LC3 puncta imaging; test concentration mostly 10 µM;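 active means percentage of spot-positive cells more than 3 SD above its plate mean, without a fluorescence outlier flag or 80% toxicity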;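 further: spot-positive cell cutoff set from DMSO-treated cells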
AID2073 – inhibitors of Mint1-CaV2.2 protein interaction, biochemical, HTRF (AID 2073); 290,000 tested, 0.19% active; HTRF protein-protein interaction, Mint1-CaV2.2; higher % means a stronger effect; inhibition, % at 20 µM, or IC50 in µM where a hit was titrated; in the data active means inhibition mostly above about 51%, no sharp cut-off; further: some results filed as inactive read as strong as hits
HIV fusion peptide – cell-free HIV fusion peptide-binding blockers – biochemical, uHTS, fluorescence dequenching, primary screen (AID 1986); cell-free peptide binding, fluorescence dequenching, 30 min; higher % means a stronger effect; inhibition, % at 20 µM; hits with a dose series show IC50 in µM; 290,000 tested, 0.3% active; in the data active means inhibition mostly above about 52%, no sharp cut-off; inactive means mostly below about 76%; further: some results filed as inactive read as strong as hits
WT yeast gro inh – growth inhibition of WT yeast, mitochondrial fusion screen; mitochondrial fusion phenotypic screen, WT strain; inhibition, % at 10 µM; 190,000 tested, 2.1% active; AID 1362; in the data active means inhibition above about 58%; tested in S. cerevisiae
WT yeast gro inh mutant strain – recorded beside WT yeast gro inh, whose call it bears; inhibition, %; mitochondrial fusion phenotypic screen, mutant strain inhibition
Dynein transport cytoplasmic EGFP – second read-out of Dynein transport, no call of its own (marks repeat the call); z-score; measured here: cytoplasmic GR-EGFP intensity; active compounds read high
Dynein transport nuclear GR-EGFP – further read-out of Dynein transport, marked with its call; z-score; measured here: nuclear GR-EGFP intensity;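 lower value marks the stronger effect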
Dynein transport cell count – recorded beside Dynein transport, whose call it bears; z-score; measured here: cell count per field
Insulin prom up cell count – second read-out of Insulin prom up, no call of its own (marks repeat the call); cell count; measured here: cytotoxicity, nuclei count;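 total cells summed across four imaged fields per well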
b-catenin transl cell count 5 µM – further read-out of b-catenin transl, marked with its call; cell count; measured here: cell count, cytotoxicity flag
MT stabilize HCS Hoechst-high % – also measured in MT stabilize HCS; calls as there; % Hoechst-high responders; measured here: nuclear condensation Hoechst responders;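 share of cells brighter than vehicle mean plus two SD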
MT stabilize HCS cytotoxicity % – also measured in MT stabilize HCS; calls as there; toxicity, %; measured here: cytotoxicity by cell density;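 0% = mean cell density of plate MIN control wells and 100% = no cells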
Autophagy HCS cell loss 18 h – further read-out of Autophagy HCS, marked with its call; toxicity, %; measured here: cell loss, nuclei count;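 cell loss after 18 h compound exposure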
An asterisk follows results filed as active; i = inactive; nt = not tested or not shown; + = active, no number.

SMILES	b-catenin transl	b-catenin transl cell count 5 µM	Yfh1-depleted yeast	Insulin prom up	Insulin prom up cell count	Dynein transport	Dynein transport cytoplasmic EGFP	Dynein transport nuclear GR-EGFP	Dynein transport cell count	MT stabilize HCS	MT stabilize HCS Hoechst-high %	MT stabilize HCS cytotoxicity %	Autophagy HCS	Autophagy HCS cell loss 18 h	AID2073	HIV fusion peptide	WT yeast gro inh	WT yeast gro inh mutant strain
CC(C)C(=O)NC(NCC1CCCO1)C(Cl)(Cl)Cl (stereo not drawn)	0.7	1345	i	-0.38	1527	-0.37	-0.2	0.32	-0.4	1.7	1.8	7.3	i	-19	-8%	0.1%	-6	14
Nn1cc(-c2ccccc2)nc1SCC(=O)NCC(F)(F)F	-0.1	1087	i	-0.08	1269	0.33	-0.19	-0.17	-0.001	2.8	2.1	1.9	i	17	-7%	-1.0%	4	-8
CN(C)S(=O)(=O)c1ccc(N2CCCC2)c(C(=O)Nc2nc3ccc(F)cc3s2)c1	-2.3	521	i	-0.34	1478	-0.58	-0.24	-0.68	0.93	3.7	2.2	6.1	i	4	19%	1.0%	9	-15
C/C(CC(=O)Nc1cc(C)ccn1)=N\NC(=O)c1ccc(C)cc1	0.9	1516	i	-0.23	1008	1	-0.15	0.42	0.022	1.4	1.7	4.0	i	21	9%	-0.2%	-4	-14
Cc1noc(C)c1S(=O)(=O)Nc1ccc(C(=O)N2CCN(c3cccc(Cl)c3)CC2)cc1	-13	1274	i	nt	nt	-0.061	-0.16	-0.037	-0.17	1.5	2.7	7.6	i	4	0%	0.6%	15	23
COc1ccc(C(=O)Nc2c(Cl)cc(Cl)cc2C(=O)N2CCOCC2)cc1	-1.2	843	i	0.83	1562	-0.78	-0.2	-0.39	0.71	3.7	2.3	9.2	i	-29	-3%	0.9%	-2	-1
O=C(c1ccccc1Cl)N1CCC(c2nc3c(nnn3Cc3ccco3)c(=O)[nH]2)CC1	0.2	1022	i	-0.42	1287	-0.057	-0.22	0.19	0.99	3.5	1.6	6.3	i	14	8%	-1.3%	2	-1
CCCc1cc(=O)n2[nH]c(-c3ccco3)nc2n1	nt	nt	i	-0.66	1033	1.4	0.65	1.4	-2.1	1.3	1.5	7.3	i	-10	3%	-1.2%	-9	-5
Cc1ccc2c(c1)N(CC(=O)N1CCN(c3nc4ccccc4s3)CC1)C(=O)C(C)O2 (stereo not drawn)	-4.9	1256	i	-0.38	1230	-0.77	-0.2	-0.16	0.29	7.2	3.3	5.9	i	-9	-8%	-0.2%	-3	-11
CCCn1c(N)c(N(CCOC)C(=O)/C=C/c2ccc(C(=O)OC)cc2)c(=O)[nH]c1=O	-0.4	1018	i	0.31	1333	-0.083	-0.16	-0.16	-0.083	3.6	2.3	3.0	i	19	-10%	-2.9%	19	2
C=CCN1C(=O)/C(=C2/Sc3ccccc3N2C)SC1=Nc1c(C)n[nH]c1C	1.5	1085	i	nt	nt	-0.62	-0.27	-0.12	0.44	1.7	0.4	13	i	-3	-39%	-2.0%	9	-11
CN1CCN(CCC(=O)Nc2ccc3c(c2)OCO3)CC1	-0.7	1220	i	0.4	1191	0.24	-0.24	0.45	-0.73	3.0	1.2	4.2	i	-2	8%	2.0%	-9	1
O=C1CCCCCN1CP(=O)(O)CN1CCCCCC1=O	-1.1	1409	i	-1	1067	-0.54	-0.19	-0.25	0.74	nt	nt	nt	nt	nt	13%	1.0%	nt	nt
Cc1cc(C)cc(Oc2ccc(-c3nnc(-c4ccccc4)o3)cc2[N+](=O)[O-])c1	1.4	997	i	-0.56	1514	-0.13	-0.25	-0.17	-0.019	6.4	3.7	6.1	i	9	8%	-0.1%	7	0
COc1ccc(CCNC(=O)C2CCCN2S(=O)(=O)c2ccc(F)cc2)cc1OC (stereo not drawn)	0.1	1536	i	nt	nt	2.8	0.57	1.6	-1.8	1.6	1.0	3.0	i	6	-2%	-0.4%	9	2
CC1=C(C(=O)c2ccccc2)C(c2cccc([N+](=O)[O-])c2)NC(=S)N1 (stereo not drawn)	-1.0	1109	i	0.15	1272	0.28	-0.089	0.48	-1.1	3.7	3.4	7.6	i	-1	-4%	0.4%	-14	5
CCC1CCCCN1C(=S)NC(=O)c1cc(S(=O)(=O)N2CCOCC2)ccc1C (stereo not drawn)	1.0	1299	i	0.01	1071	-0.93	-0.27	-0.56	2.1	nt	nt	nt	nt	nt	0%	-2.1%	nt	nt
CCCCc1ccc(NC(=O)c2cnccn2)cc1	2.1	1015	i	nt	nt	0.2	-0.18	0.13	0.5	2.6	2.3	1.2	i	-1	-6%	0.3%	9	5
O=C(CCCc1c[nH]c2ccccc12)N1CCN(S(=O)(=O)c2cccs2)CC1	-2.7	964	i	1.1	1498	-0.79	-0.21	-0.45	0.25	1.8	0.8	5.0	i	-4	-1%	-2.9%	-2	15
O=C(NC1(C(F)(F)F)C(=O)Nc2c1c(=O)[nH]c(=O)n2Cc1ccco1)C1CC1 (stereo not drawn)	nt	nt	i	nt	nt	0.71	1	1.5	-0.39	1.9	1.5	7.6	i	-4	4%	-0.4%	-15	-4
CC1=NN(c2ccccc2)C(=O)C1N=Nc1ccccc1 (stereo not drawn)	1.3	967	i	-0.19	1322	0.56	-0.29	0.31	1.4	4.2	1.6	8.5	i	15	8%	0.8%	-1	13
CCN1CCN(c2nc(Nc3cccc(C)c3)nc(N)c2[N+](=O)[O-])CC1	-0.3	517	i	-0.27	1202	0.073	-0.27	0.24	0.25	3.9	2.4	3.2	i	-6	7%	-0.1%	-5	4
COc1cc(CNC23CC4CC(CC(C4)C2)C3)ccc1OCc1ccccc1	1.3	847	i	-0.77	1558	0.0015	-0.09	0.2	-0.52	1.6	3.0	8.2	i	23	-4%	-1.0%	19	14
O=C(CC1C(=O)NCCN1Cc1c(F)cccc1Cl)NC1CCCC1 (stereo not drawn)	-1.7	1058	i	0.06	1443	-1	-0.3	-0.66	0.96	1.0	0.9	9.4	i	-3	5%	-1.0%	2	5
CCC(=O)NC(=S)Nc1cccc(-c2nc3ncccc3o2)c1	-0.9	991	i	0.08	1292	3.1	0.07	1.2	-1.4	4.8	2.3	3.5	i	1	-11%	-0.6%	17	19
COc1cc(NS(=O)(=O)c2ccc(NC(=S)NC(=O)/C=C/c3ccco3)cc2)ncn1	-4.8	1164	i	0.09	1512	-0.19	-0.34	-0.11	0.27	1.6	1.3	7.9	i	6	13%	46%	4	7
Cc1ccc(C2=NN(CCC(=O)NCCC(C)C)C(=O)CC2)cc1	-0.9	1104	i	-0.72	1521	0.12	-0.25	0.13	0.36	2.8	2.7	6.5	i	-7	-2%	3.4%	3	7
Cc1ccc(C)c(N2CCN(C(=O)c3cc4sccc4n3C)CC2)c1	2.8	1387	i	0.95	1701	-0.79	-0.17	-0.46	0.49	3.3	1.9	9.6	i	4	3%	-0.6%	9	14
O=C(Nc1ccc(C(=O)O)cc1)/C(=C\c1ccc2c(c1)OCO2)NC(=O)c1ccc(Br)cc1	0.1	1470	i	0.96	1407	1.1	-0.31	0.55	-1.3	1.7	1.8	5.8	i	10	-2%	30%	-11	-2
CCNC(=O)COC(=O)CNC(=O)c1cc(Cl)cc([N+](=O)[O-])c1	nt	nt	i	1.7	1186	-0.27	-0.26	-0.47	-0.17	4.6	1.7	7.0	i	-2	-1%	0.5%	2	12
COc1ccc(/C=C/C(=O)Nc2cccnc2)cc1OC	-0.4	1062	i	0.05	1141	-0.06	-0.36	0.56	-0.53	3.3	3.4	7.3	i	-12	10%	-0.1%	4	8
O=c1cc(-c2ccccc2)nc(SCc2ccccc2)[nH]1	-1.2	1118	i	nt	nt	0.37	-0.24	-0.13	0.39	3.6	1.4	4.0	i	-6	1%	-1.2%	9	10
Cc1cccc(NC(=S)N(Cc2ccc(Cl)cc2)Cc2ccc(C(=O)O)cc2)c1	1.1	1133	i	-0.78	1313	-0.1	-0.31	0.16	0.44	3.5	2.3	6.6	+	1.2*	2%	21%	-6	4
COc1ccc(Cn2c(CCC(=O)Nc3ccccc3OC)nc3cccnc32)cc1	-0.7	1045	i	-0.76	1214	-0.98	-0.38	-0.77	1	3.1	4.1	13	i	2	10%	2.3%	-3	-9
CC(=O)Nc1ccc(NC(=O)CCCSc2nc3ccccc3[nH]2)cc1	-1.5	1403	i	0.63	881	-0.69	-0.65	-0.6	0.3	nt	nt	nt	nt	nt	3%	-2.4%	nt	nt
N#C/C(=C/c1ccc(Br)o1)C(N)=S	-0.2	1333	i	-0.26	805	-4.1*	0.56*	-2.1*	0.38*	nt	nt	nt	nt	nt	-24%	3.2%	nt	nt
Cc1cccc(OCc2nc(C)cc(=O)[nH]2)c1	nt	nt	i	-0.05	1346	-0.22	-0.21	0.21	0.34	3.9	2.2	7.5	i	2	1%	0.2%	-3	-9
CCCCNC(=S)NNC(=O)c1ccncc1	-0.4	1022	i	0.53	1202	0.39	-0.25	0.46	0.21	3.2	4.5	9.9	i	-8	-14%	-0.6%	-13	8
